# Source: PubChem (Sanford-Burnham Center for Chemical Genomics)
# 697 NFkB inh: inhibitors of the PMA/ionomycin-induced NF-kB reporter in 697 B cells | 697 B-cell NF-kB luciferase reporter, 16 h | inhibition, % at 4 µM | 0.33% of 330,000 active | AID 435022; in the data active = inhibition above about 35%
# UPR XBP1 act: activators of adaptive arm of unfolded protein response (XBP1). CHO-XBP1 luciferase reporter, IRE1-XBP1 UPR activation, luminescence; percent of tunicamycin response, DMSO as zero. activation, % at 20 µM. 0.33% of 330,000 active;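 active = versus positive control, 20 µM dose yields 30% or more activation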;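 note: 100% = tunicamycin at 10 µg/mL and 0% = DMSO only wells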
#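 incubation = overnight seeding at 37 °C, 6 h compound treatment at 37 °C | assay system = CHO-XBP1 cells stably carrying IRE1-XBP1-driven luciferase reporter | input = 1000 cells per well | detection = luciferase luminescence | dosing = single point, 20 µM final compound, 1% DMSO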
# tim23-1 inh: inhibits growth of tim23-1 mutant yeast; inhibition, % at 20 µM; 1.3% of 330,000 active; S. cerevisiae tim23-1 growth, BacTiter-Glo luminescence, 24 h;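 active = growth inhibition of the mutant yeast at or above 50%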;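 note: temperature-sensitive mutant grown at 25 °C; plate controls were DMSO-treated mutant yeast for no effect and medium wells lacking yeast for full effect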
# CHOP UPR activ: activators of apoptotic arm of unfolded protein response (CHOP) | activation, % at 10 µM | CHO-CHOP luciferase reporter, UPR activation, luminescence; percent of tunicamycin response over DMSO baseline | 0.34% of 330,000 active;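 active = at 10 µM dose, activation of 40% or more, normalized to positive control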;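 note: 100% = tunicamycin at 10 µg/mL and 0% = DMSO alone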
#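 assay system = CHO CHOP reporter cells | amount = 500 CHO-CHOP cells per well | buffer or medium = F12 with 10% FBS | incubation = 16-18 h cell attachment, then 6 h compound exposure, 37 °C | detection = luminescence read with Steady-Glo | read-out = percent activation relative to tunicamycin control | controls = tunicamycin high control, DMSO low control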
# Mdm2 MdmX PPI: human Mdm2/MdmX binding inhibition. 3% of 330,000 active. AID 485346. SaOS-2 split-luciferase Mdm2/MdmX complementation, luminescence. O15151+Q00987. inhibition, % at 8 µM;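 active = inhibition of at least 50% at 8 µM in the primary screen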
# Target sequence (O15151 whole entry, looked up): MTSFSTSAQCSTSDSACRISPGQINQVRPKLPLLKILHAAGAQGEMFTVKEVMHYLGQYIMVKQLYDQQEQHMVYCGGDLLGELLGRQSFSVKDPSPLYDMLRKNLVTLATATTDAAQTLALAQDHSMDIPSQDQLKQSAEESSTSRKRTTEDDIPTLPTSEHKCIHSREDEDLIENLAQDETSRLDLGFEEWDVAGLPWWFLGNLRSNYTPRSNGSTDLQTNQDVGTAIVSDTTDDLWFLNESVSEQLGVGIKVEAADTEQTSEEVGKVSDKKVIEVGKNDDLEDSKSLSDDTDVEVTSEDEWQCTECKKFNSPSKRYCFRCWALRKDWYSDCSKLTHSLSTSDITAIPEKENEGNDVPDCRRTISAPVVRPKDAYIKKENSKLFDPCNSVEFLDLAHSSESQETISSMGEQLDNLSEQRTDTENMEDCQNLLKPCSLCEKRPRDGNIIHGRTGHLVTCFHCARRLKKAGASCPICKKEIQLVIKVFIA
# Target sequence (Q00987 whole entry, looked up): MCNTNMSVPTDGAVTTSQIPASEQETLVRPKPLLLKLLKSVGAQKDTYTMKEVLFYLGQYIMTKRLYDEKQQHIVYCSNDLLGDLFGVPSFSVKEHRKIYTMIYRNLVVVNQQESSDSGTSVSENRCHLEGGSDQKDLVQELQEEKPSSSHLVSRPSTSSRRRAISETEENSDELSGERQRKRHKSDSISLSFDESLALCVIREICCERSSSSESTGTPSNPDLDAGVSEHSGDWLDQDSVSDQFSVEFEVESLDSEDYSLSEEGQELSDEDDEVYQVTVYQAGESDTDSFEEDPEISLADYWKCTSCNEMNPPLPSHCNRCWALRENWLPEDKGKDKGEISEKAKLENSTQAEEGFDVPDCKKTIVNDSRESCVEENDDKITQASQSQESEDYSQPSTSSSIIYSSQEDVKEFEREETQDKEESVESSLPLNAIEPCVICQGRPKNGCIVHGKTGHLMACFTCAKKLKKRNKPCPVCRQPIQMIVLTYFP
# tim10-1 inh: growth inhibitors of tim10-1 mutant yeast | S. cerevisiae tim10-1 ts strain growth, BacTiter-Glo, 24 h | inhibition, % at 20 µM | 2.2% of 330,000 active;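 active = inhibition of at least 40%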;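 note: mutant grown at 25 °C; 0% = DMSO wells with yeast and 100% = wells holding no yeast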
# Jurkat NFkB inh: lowers PMA/ionomycin-induced NF-kB signal in Jurkat cells; PMA/ionomycin-induced NF-kB luciferase reporter, luminescence; inhibition, % at 4 µM; 0.53% of 330,000 active; AID 435003; in the data active = inhibition above about 50%
# TIM10 inh: growth inhibitors of TIM10 yeast strain. S. cerevisiae TIM10 strain growth, BacTiter-Glo luminescence, 24 h. inhibition, % at 10 µM. 1.4% of 330,000 active. AID 463195;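 active = inhibition of 40% or more at the single tested concentration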;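 note: wild-type TIM10 isogenic control strain grown at permissive 25 °C; 0% = DMSO yeast wells and 100% = minimal medium wells without yeast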
# An asterisk follows results filed as active.
1. CC(C)(CNC(=O)c1ccc(NS(=O)(=O)c2ccc(F)c(F)c2)cc1)N1CCOCC1
2. COCCNC(=O)c1c(N)n(-c2cccc(C)c2)c2nc3ccccc3nc12
3. COc1ccc2sc(-c3ccccc3OC)c(-c3ccc(OC)nc3)c2c1
4. CCN1C(=O)c2cccc3c(N)ccc1c23
5. Clc1ccccc1CN(Cc1ccco1)Cc1nnnn1C1CCCC1
6. CC1(C)CC(NCCN2CCN(C3=CC(=C(C#N)C#N)CC(C)(C)C3)CC2)=CC(=C(C#N)C#N)C1

screen / no.	1	2	3	4	5	6
697 NFkB inh	20	35*	-6	28	-3	0
UPR XBP1 act	0	-1	0	1	0	-2
tim23-1 inh	-4	26	23	-13	7	-7
CHOP UPR activ	-1.0	-0.2	4.3	2.3	1.2	0.8
Mdm2 MdmX PPI	6	26	9	36	23	40
tim10-1 inh	9	-5	10	-7	11	-4
Jurkat NFkB inh	6	-1	-9	24	6	3
TIM10 inh	2	11	1	1	-16	-5

7. COc1ccc(C(=O)Nc2nnc(CCc3ccccc3)s2)c(OC)c1
8. COc1ccc(NC(=O)c2ccc3c(c2)OCO3)cc1S(=O)(=O)N1CCOCC1
9. COc1ccc(NC(=O)/C=C/c2ccc(Br)o2)cn1
10. Cn1c(/C=C/c2cccc(Br)c2)nc2ccccc2c1=O
11. COc1ccc(-c2cc(C(=O)OCC(=O)N3CCOCC3)c3ccccc3n2)cc1
12. Cc1cccc(NC(=S)N(C)C2CCCCC2)c1

screen / no.	7	8	9	10	11	12
697 NFkB inh	2	7	-1	-29	-3	-7
UPR XBP1 act	5	-1	2	9	2	-2
tim23-1 inh	22	8	7	63*	31	10
CHOP UPR activ	0.7	2.2	1.8	7.0	2.5	-0.4
Mdm2 MdmX PPI	6	-6	-21	23	5	27
tim10-1 inh	21	6	23	57*	12	20
Jurkat NFkB inh	10	-3	-4	-35	-16	-7
TIM10 inh	7	11	9	22	12	-16

13. O=C(Oc1ccc[nH]c1=O)c1cc([N+](=O)[O-])cc([N+](=O)[O-])c1
14. NC(=O)CC(NC(=O)c1cccc(Br)c1)c1ccc(N2CCN(c3ccc(F)cc3)CC2)c([N+](=O)[O-])c1 (stereo unspecified)
15. COc1ccc(S(=O)(=O)N(C)C[C@H]2Oc3ccc(NC(=O)Cn4cnnn4)cc3C(=O)N([C@H](C)CO)C[C@@H]2C)cc1
16. NCCCn1c(C(=O)c2cc(Cl)c(N)c(Cl)c2)c2ccccc2[n+]1[O-]
17. O=C(Nc1ncccc1O)c1cccc(S(=O)(=O)N2CCc3ccccc32)c1
18. COc1c2c(nc3occc13)C(CC=C(C)C)(OC)C(OC(C)=O)CC2 (stereo unspecified)

screen / no.	13	14	15	16	17	18
697 NFkB inh	2	-23	10	-3	8	17
UPR XBP1 act	-2	0	-3	-2	-5	0
tim23-1 inh	12	9	-11	16	32	36
CHOP UPR activ	-0.8	-2.3	1.2	0.8	-1.0	1.3
Mdm2 MdmX PPI	-11	12	22	0	-13	18
tim10-1 inh	23	4	-4	14	33	35
Jurkat NFkB inh	-22	14	14	12	10	21
TIM10 inh	-15	8	0	15	24	46*

19. COc1ccc(CCC2(C)NC(=O)N(C(C)C(=O)N3c4ccccc4CC3C)C2=O)cc1 (stereo unspecified)
20. COc1cccc(NC(=O)Cn2nnc(C(=O)Nc3cc(Cl)ccc3OC)c2N)c1
21. Nn1c(Cc2cccc3ccccc23)nnc1SC1CCOC1=O (stereo unspecified)
22. COc1ccc(OC)c(/C=N/n2c(C)nc3ccccc3c2=O)c1
23. COc1ccc(CCNC(=O)COC(=O)c2ccc(C)s2)cc1
24. COc1ccc(-c2noc(CCC(=O)NCC3CCCO3)n2)cc1OC (stereo unspecified)

screen / no.	19	20	21	22	23	24
697 NFkB inh	-14	-1	11	-17	9	2
UPR XBP1 act	-3	0	0	1	2	-2
tim23-1 inh	30	2	13	10	21	-2
CHOP UPR activ	1.7	1.1	-1.5	-3.4	0.8	0.4
Mdm2 MdmX PPI	7	90*	6	6	8	18
tim10-1 inh	23	12	10	7	8	20
Jurkat NFkB inh	-15	12	-20	4	-7	-5
TIM10 inh	8	7	-12	10	-4	-4

25. Oc1cccc(O)c1O
26. Cc1cc(N2CCN(c3ccccc3)CC2)n2ncnc2n1
27. CCn1c(/C=C/c2ccccc2F)nc2ccccc2c1=O
28. O=C(NC1CC2CCCC(C1)N2C(=O)Nc1ccccc1)c1ccncc1 (stereo unspecified)
29. COc1ccc(CCC(=O)NNC(=O)c2cc(Cl)ccc2OC)cc1OC
30. CN(CC(=O)Nc1ccc(S(=O)(=O)N2CCCC2)cc1)CC(=O)Nc1ccc(F)c(F)c1F

screen / no.	25	26	27	28	29	30
697 NFkB inh	-21	4	-9	-1	11	3
UPR XBP1 act	-2	-1	0	-1	3	-3
tim23-1 inh	-10	21	44	12	8	13
CHOP UPR activ	-0.9	-0.3	3.5	3.2	-0.6	-1.6
Mdm2 MdmX PPI	4	14	23	-10	29	-2
tim10-1 inh	3	6	34	10	-5	2
Jurkat NFkB inh	7	7	-9	-2	4	10
TIM10 inh	-10	13	18	11	0	-3

31. Cc1ccc(-n2ncc3c(NCc4ccco4)ncnc32)cc1C
32. Cc1cc2cc(CN(Cc3ccco3)S(=O)(=O)c3c(C)ccc4nsnc34)c(=O)[nH]c2cc1C
33. Cc1cc(C)c2nc(NNC(=O)c3ccc(S(=O)(=O)N4CCCCC4)cc3)sc2c1
34. N/C(=N\OC(=O)Nc1ccccc1)c1ncc([N+](=O)[O-])s1
35. CC(=O)c1ccc(N2CCN(S(=O)(=O)c3cccc(S(=O)(=O)N4CCOCC4)c3)CC2)cc1
36. C=CCn1c(O)c(N=O)c2cc(C)ccc21

screen / no.	31	32	33	34	35	36
697 NFkB inh	-100	2	-27	-14	3	22
UPR XBP1 act	4	-3	-2	4	-2	2
tim23-1 inh	9	17	29	77*	5	5
CHOP UPR activ	5.2	3.3	-0.4	25	0.7	-0.7
Mdm2 MdmX PPI	-154	61*	72*	30	-6	23
tim10-1 inh	33	16	-4	51*	6	0
Jurkat NFkB inh	-101	3	3	29	15	3
TIM10 inh	19	28	-18	57*	12	18

37. CC1=CC(C)C(CN(CCC[N+](C)(C)C)C(=O)Nc2ccccc2)C(C)C1 (stereo unspecified)
38. Cc1ccc(-c2c(C)n([O-])c3c([n+]2=O)CCC3)cc1
39. COc1ccc(-c2nc3ncccn3c2Nc2ccccc2)cc1
40. Cc1nc2cc(C(=O)O)ccc2n1-c1ccccc1
41. Cc1nc(N2CCC3(CC2)OCCO3)c2nnn(Cc3ccccc3F)c2n1
42. O=[N+]([O-])c1cc([N+](=O)[O-])c(Oc2ccccc2F)cc1NN1CCCCC1

screen / no.	37	38	39	40	41	42
697 NFkB inh	13	12	-26	-7	-7	-16
UPR XBP1 act	1	-2	3	3	1	0
tim23-1 inh	-29	11	7	-2	17	19
CHOP UPR activ	1.8	0.3	1.7	0.9	0.8	1.3
Mdm2 MdmX PPI	11	25	-29	7	-16	15
tim10-1 inh	0	2	16	-4	11	9
Jurkat NFkB inh	-4	-7	-18	4	-3	-6
TIM10 inh	7	-10	25	-4	32	7

# 15 entries from above, reformatted:
No.	canonical_smiles	697 NFkB inh	UPR XBP1 act	tim23-1 inh	CHOP UPR activ	Mdm2 MdmX PPI	tim10-1 inh	Jurkat NFkB inh	TIM10 inh
25	Oc1cccc(O)c1O	-21	-2	-10	-0.9	4	3	7	-10
26	Cc1cc(N2CCN(c3ccccc3)CC2)n2ncnc2n1	4	-1	21	-0.3	14	6	7	13
27	CCn1c(/C=C/c2ccccc2F)nc2ccccc2c1=O	-9	0	44	3.5	23	34	-9	18
28	O=C(NC1CC2CCCC(C1)N2C(=O)Nc1ccccc1)c1ccncc1 (stereo unspecified)	-1	-1	12	3.2	-10	10	-2	11
29	COc1ccc(CCC(=O)NNC(=O)c2cc(Cl)ccc2OC)cc1OC	11	3	8	-0.6	29	-5	4	0
30	CN(CC(=O)Nc1ccc(S(=O)(=O)N2CCCC2)cc1)CC(=O)Nc1ccc(F)c(F)c1F	3	-3	13	-1.6	-2	2	10	-3
31	Cc1ccc(-n2ncc3c(NCc4ccco4)ncnc32)cc1C	-100	4	9	5.2	-154	33	-101	19
32	Cc1cc2cc(CN(Cc3ccco3)S(=O)(=O)c3c(C)ccc4nsnc34)c(=O)[nH]c2cc1C	2	-3	17	3.3	61*	16	3	28
33	Cc1cc(C)c2nc(NNC(=O)c3ccc(S(=O)(=O)N4CCCCC4)cc3)sc2c1	-27	-2	29	-0.4	72*	-4	3	-18
34	N/C(=N\OC(=O)Nc1ccccc1)c1ncc([N+](=O)[O-])s1	-14	4	77*	25	30	51*	29	57*
35	CC(=O)c1ccc(N2CCN(S(=O)(=O)c3cccc(S(=O)(=O)N4CCOCC4)c3)CC2)cc1	3	-2	5	0.7	-6	6	15	12
36	C=CCn1c(O)c(N=O)c2cc(C)ccc21	22	2	5	-0.7	23	0	3	18
37	CC1=CC(C)C(CN(CCC[N+](C)(C)C)C(=O)Nc2ccccc2)C(C)C1 (stereo unspecified)	13	1	-29	1.8	11	0	-4	7
38	Cc1ccc(-c2c(C)n([O-])c3c([n+]2=O)CCC3)cc1	12	-2	11	0.3	25	2	-7	-10
39	COc1ccc(-c2nc3ncccn3c2Nc2ccccc2)cc1	-26	3	7	1.7	-29	16	-18	25

# Following part.
43. Cc1ccccc1N(C(=O)c1ccccn1)C(C(=O)NCc1ccccc1)c1cccnc1 (stereo unspecified)
44. Cc1ccc(Nc2ncccc2C(N)=O)cc1
45. O=C(N/N=C/C(c1ccccc1)c1ccccc1)c1ccccc1F
46. Cc1ccc(NC(=O)O/N=C/c2ccc(Br)cc2)cc1
47. CC(=O)NCCNC(=O)c1ccc(Cn2c(=O)[nH]c3ccsc3c2=O)cc1
48. Cc1cccc(C(=O)NNC(=S)NC(=O)c2cccs2)c1

screen / no.	43	44	45	46	47	48
697 NFkB inh	7	-74	23	7	23	-23
UPR XBP1 act	1	2	-1	-1	-1	8
tim23-1 inh	7	27	15	10	0	14
CHOP UPR activ	2.8	3.5	0.7	3.6	-1.0	2.2
Mdm2 MdmX PPI	-22	-106	-18	10	-15	20
tim10-1 inh	-14	5	16	0	1	18
Jurkat NFkB inh	3	-70	4	-9	-9	3
TIM10 inh	10	19	18	4	-16	19

49. C/C(CC(=O)Nc1ccc(C)c(Cl)c1)=N\NC(=O)Cc1cccs1
50. O=C(COC(=O)c1ccccc1Nc1ccccc1)Nc1ccccc1
51. Cc1cc(C)c(CN2CCC(n3nccc3NC(=O)CCOc3ccccc3)CC2)cc1C
52. Brc1ccc(C2Nc3cccc4cccc(c34)N2)o1

screen / no.	49	50	51	52
697 NFkB inh	4	-2	-9	-24
UPR XBP1 act	-1	0	-3	0
tim23-1 inh	15	14	8	46
CHOP UPR activ	1.0	-0.7	1.3	1.6
Mdm2 MdmX PPI	-35	-12	36	7
tim10-1 inh	-6	2	8	42*
Jurkat NFkB inh	3	-5	4	3
TIM10 inh	-6	5	-4	32
